# Assay outcomes: PubChem, Southern Research Specialized Biocontainment Screening Center
# UTI89 phage lysis: inhibition of K1F phage lysis, E. coli UTI89, bacterial capsule biogenesis inhibitors, alamar blue (AID 488966); 340,000 tested, 0.02% active; E. coli UTI89 K1F phage lysis, alamar blue, 2 h; higher % means a stronger effect; inhibition, % at 100 µM, or IC50 in µM where a hit was titrated;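 active = phage lysis inhibition, versus mean bacterial control, above a set limit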;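 note: capsule biogenesis inhibitors block K1F phage lysis so surviving cells raise fluorescence; higher fluorescence means more inhibition of phage lysis; actives were called in the ten point dose series up to 300 µM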
# The depositor's hits bear a star; [ ] = dose if it differs, or a comment.
SMILES,UTI89 phage lysis
Cc1cc(NC(=O)CSCC(=O)Nc2ccccc2Oc2ccccc2)no1,0.8%[50 µM]
O=C(CCc1nnc2n(Cc3ccc(Cl)cc3)c(=O)c3ccccc3n12)NCCN1CCCC1,5.5%
Cc1ccccc1OC1CCN(C(=O)c2cc(COc3ccccc3)on2)CC1,-0.3%
CC[C@@]1(C(=O)OC)N[C@H](CN(C)C(=O)c2ccc(F)cc2)[C@@H]2C(=O)N(C)C(=O)[C@@H]21,-0.1%
CC(NC(=O)c1cccc(OC2CCN(C(=O)C3CC3)CC2)c1)c1ccc(F)cc1 (stereo not given),0.8%[50 µM]
Cc1ccccc1NC(=O)CSc1ccc(-c2cccnc2)nn1,0.1%
COc1cc2c(cc1OC)C(c1ccc(Br)cc1)N(C(=O)c1ccccc1C(=O)O)CC2 (stereo not given),-1.6%
COc1ccc(CN2CCC(CNS(=O)(=O)c3cccc(C(F)(F)F)c3)CC2)cc1,0.1%

# Already shown: entries from further up.
SMILES,UTI89 phage lysis
Cc1cc(NC(=O)CSCC(=O)Nc2ccccc2Oc2ccccc2)no1,0.8%[50 µM]
O=C(CCc1nnc2n(Cc3ccc(Cl)cc3)c(=O)c3ccccc3n12)NCCN1CCCC1,5.5%
Cc1ccccc1OC1CCN(C(=O)c2cc(COc3ccccc3)on2)CC1,-0.3%

# The results go on.
SMILES,UTI89 phage lysis
COc1ccc(CCN(C)C(=O)COc2cccc(-n3cnnn3)c2)cc1OC,-0.4%
CCN1CCN(CCCNC(=O)CCCn2nc(C)c3sc4ccccc4c3c2=O)CC1,-0.2%
O=C(NNC(=S)NCc1ccccc1)c1ccc(Br)cc1,0.1%
CCCC[C@@H]1CCCO[C@@](C(=O)NCc2ccc(C)o2)(C(F)(F)F)C1,0.0%
CC[C@H](C)[C@H]1CNC(=O)C(=O)N1CC1CCN(CCc2ccccc2)CC1,0.3%
C/[N+]([O-])=C\c1cccc(OCCN2CCN(c3ncc(C(F)(F)F)cc3Cl)CC2)c1,0.1%
CNC(=O)C1CC(=O)N(c2ccc(OCC(=O)Nc3ccccc3)cc2)C1 (stereo not given),1.9%
Cc1cc(C)c(NC(=O)COC(=O)Cc2cccs2)c(C)c1,0.7%[50 µM]
COc1ccc(OC)c(CN2CCN(C(=O)c3ccc(F)cc3)CC2)c1,0.1%
COc1ccc(-c2cc(=O)[nH]c3ccccc23)cc1,-0.6%
N#C/C(=C/C1=C(N2CCOCC2)C(=C/c2ccc(Cl)cc2)/CC1)C(=O)Nc1ccccc1F,0.8%
CC(=O)c1ccc(OC(=O)Cc2cccc3ccccc23)cc1,0.6%
CCOP(=O)(OCC)C(NC(=O)c1cccs1)c1ccccc1 (stereo not given),0.3%
CC1CCN(C(=O)COC(=O)CCC(=O)c2cccs2)CC1,1.3%[50 µM]
NC1(C#Cc2ccc3oc(=O)c(-n4cc(C5(O)CCCCC5)nn4)cc3c2)CCCCC1,2.8%
Cc1cccc(C)c1OCC(=O)NC1CC1,-0.1%
Cc1nn(-c2ccccc2)c(C)c1C(=O)NCCc1ccc(Cl)cc1,0.2%
O=C(NC(=S)Nc1ccc2[nH]c(=O)[nH]c2c1)c1cc(Br)ccc1Cl,-0.2%
Nc1nnc(SCC(=O)NNC(=O)c2ccc(Cl)cc2)s1,0.9%[50 µM]
CC(C)N(C(=O)CN1CCC(c2nc3ccccc3[nH]2)CC1)C(C)C,0.4%
COc1ccccc1CNS(=O)(=O)c1ccc(-n2cccn2)cc1,-0.2%
O=C(c1cc(S(=O)(=O)N2CCOCC2)ccc1Cl)N1CCc2ccccc2C1,-0.9%[50 µM]
C=CC[C@H](CC(=O)NCCO)C(=O)N[C@@H](COC(=O)[C@H](CC=C)CC(=O)OC(C)(C)C)Cc1ccccc1,0.0%
O=C(COc1ccccc1Cl)NC1CC1,0.5%

# Looked up above.
# Cc1cccc(C)c1OCC(=O)NC1CC1 | UTI89 phage lysis = -0.1%
# CC(NC(=O)c1cccc(OC2CCN(C(=O)C3CC3)CC2)c1)c1ccc(F)cc1 (stereo not given) | UTI89 phage lysis = 0.8%[50 µM]
# C=CC[C@H](CC(=O)NCCO)C(=O)N[C@@H](COC(=O)[C@H](CC=C)CC(=O)OC(C)(C)C)Cc1ccccc1 | UTI89 phage lysis = 0.0%
# COc1ccccc1CNS(=O)(=O)c1ccc(-n2cccn2)cc1 | UTI89 phage lysis = -0.2%

# (next part)
SMILES,UTI89 phage lysis
COC(=O)c1ccc(COc2ccccc2/C=C/C(=O)c2ccc(OCC(=O)O)cc2)cc1,-0.8%
Cc1ccc(S(=O)(=O)NC[C@H]2O[C@@H](n3cnc4c(N)ncnc43)[C@H](O)[C@@H]2O)s1,0.1%
CC(C)(C)OC(=O)C[C@@H]1C/C=C\C[C@@H](CC(=O)N(CCO)Cc2ccccc2)C(=O)N[C@H](Cc2ccccc2)COC1=O,-2.9%
CC(=O)c1ccc(NC(=S)NC(=O)/C=C/c2ccco2)cc1,0.2%
O=C(NCc1nnc(SCC(=O)N2CCN(c3ccccc3)CC2)o1)c1c(F)cccc1F,-0.1%
CCn1c(SCC(=O)c2c(N)n(C3CC3)c(=O)[nH]c2=O)nnc1-c1ccccc1OC,0.5%[50 µM]
CSc1nsc(SCC(=O)Nc2ccc(O)c(C(=O)O)c2)n1,-0.3%
CCN(CC)S(=O)(=O)c1ccc(S(=O)(=O)Nc2c(C)nn(C)c2C)cc1,1.1%[50 µM]
CCCN(CCC)C(=O)c1cc(S(=O)(=O)N2CCCCC2)c[nH]1,-0.2%
COC(=O)[C@]1(C)N[C@H](CN(C)C(=O)C2CCCCC2)[C@@H]2C(=O)N(C)C(=O)[C@@H]21,0.2%
S=C(NCc1ccc(Cl)c(Cl)c1)NCc1ccco1,-0.2%
COc1ccc(C(CNS(=O)(=O)c2ccc(F)cc2)N2CCN(C)CC2)cc1 (stereo not given),1.1%[50 µM]
COC(=O)c1ccc2c(=O)[nH]c(COC(=O)c3cccc(S(=O)(=O)N4CCOCC4)c3)nc2c1,0.5%[50 µM]
CCN(CC)S(=O)(=O)c1cc(C(=O)Nc2cc(C)[nH]n2)ccc1Cl,0.2%
O=C(CSCc1cc(=O)n2nc(C3CC3)sc2n1)Nc1ccc(F)cc1,-0.4%
CCN1CCN(c2ccc(S(=O)(=O)N3CCCCC3)cc2NC(=O)c2cccc(NC(C)=O)c2)CC1,1.1%[50 µM]
O=C(Cc1ccc2ccccc2c1)NC(Cc1ccccc1)C(=O)O (stereo not given),0.3%
O=C(CN(C(=O)c1csnn1)c1cccc(Cl)c1)NC1CCCC1,-0.2%
COc1ccc(C(=O)N2N=C(c3cccc(NS(C)(=O)=O)c3)CC2c2cccs2)cc1 (stereo not given),-0.1%
CN(C)CCN(C)Cc1c2ccccc2c(CN(C)CCN(C)C)c2ccccc12,0.1%
CS(=O)(=O)NN1C(=O)c2ccccc2NC1c1ccccc1F (stereo not given),0.1%
CN(C)CCCNc1cc(-c2ccccc2)nc2cc(-c3cccc(F)c3)nn12,2.8%
O=C(CN1C(=O)COc2ccc(S(=O)(=O)N3CCCCCC3)cc21)NCc1ccc(F)cc1,7.7%
CC(OC(=O)c1ccc([N+](=O)[O-])s1)C(=O)NC1CCCCC1C (stereo not given),-0.1%[50 µM]
O=C(NCCNc1ccccc1[N+](=O)[O-])c1ccccc1F,0.2%
CN(C(=O)c1sc2nc(N3CCCC3)c3c(c2c1N)CC(C)(C)OC3)c1ccccc1,0.1%
O=C(Cc1ccccc1)Nc1ccc(NC(=O)Cc2ccccc2)c(Cl)c1,0.6%
O=C(COc1cccnc1[N+](=O)[O-])NCc1ccc(F)cc1,0.2%
Cc1cc(=O)oc2cc(OCC(=O)N/N=C/c3ccccc3O)ccc12,0.3%
COc1cc(/C=C2\CCC(C)C3=C(c4cc(OC)c(OC)c(OC)c4)C(C#N)=C(N)OC32)cc(OC)c1OC (stereo not given),0.0%
COc1ccc(C2=NS(=O)(=O)N(C)C(C(=O)N3CCC(C(N)=O)CC3)=C2)cc1,5.1%
O=C(NNC(=O)c1ccc(-n2cncn2)c([N+](=O)[O-])c1)c1ccccc1,1.2%[50 µM]
O=C(COC(=O)c1ccc(O)cc1O)c1ccc(Cl)cc1,0.6%[50 µM]
COC(=O)c1ccc(NC(=O)COC(=O)COc2cccc3c2OC(C)(C)C3)cc1,0.7%[50 µM]
CCn1c(=O)n(CC)c2cc(NS(=O)(=O)c3ccccc3)ccc21,-0.2%
O=Cc1ccc(-c2cccs2)s1,-3.6%
Cc1cc(NC(=O)Cn2nc(-c3cccs3)ccc2=O)cc(C)c1Br,0.2%
COCCN(C(=O)CSc1nc2ccccc2s1)c1c(N)n(Cc2ccccc2)c(=O)[nH]c1=O,0.8%[50 µM]
Cc1cccc2cc(-c3nc4ccc(C(=O)O)cc4[nH]3)c(=O)oc12,0.0%
Cc1cc(C)c(NC(=O)CSc2nc3ncc(Br)cc3[nH]2)c(Cl)c1,0.2%
Cc1ccc(NC(=O)CN(C)C(=O)COC(=O)/C=C/c2cccs2)cc1,1.0%[50 µM]
COc1ccc(CC(=O)OCC(=O)NC2CCCCC2)cc1OC,-2.3%
CC1CN(C(=O)CCNC(=O)c2ccc(Br)cc2)CC(C)O1 (stereo not given),0.9%[50 µM]
COc1ccc2cc(Br)ccc2c1CC(=O)NCCCN1CCOCC1,0.5%
CCOc1ccc([C@@H]2CC=C(C(=O)O)[C@H](c3ccc(Cl)cc3)N2S(=O)(=O)c2ccc(C)cc2)cc1,-1.9%
CCOc1cc(/C=N/Nc2cc(C)nc3ccc(C)cc23)ccc1O,-2.4%
Cc1cc(NC(=O)CSc2nc(C)c(C)c(=O)[nH]2)no1,0.3%[50 µM]
N#CC1=C(SCC(N)=O)NC(=O)CC1c1cccc2ccccc12 (stereo not given),0.2%
O=C(NCc1ccc(OC(F)(F)F)cc1)c1cc(-c2ccccc2)nn1CC1CC(c2cccnc2)=NO1 (stereo not given),3.8%
CCN(CC)CCOC(=O)c1cc(Cl)c(N)cc1OC,2.7%
COc1cc(C(=O)NCc2cccc(Cl)c2)ccc1OCC(=O)N1CCOCC1,2.4%[50 µM]
CCOc1cc(N2CCOCC2)c(OCC)cc1NC(=O)CSc1nc(N)cc(=O)[nH]1,1.0%[50 µM]
COc1ccc(-c2oc(=O)c3cc(OC)c(OC)cc3c2/C=C/c2cccc([N+](=O)[O-])c2)cc1,0.0%
O=C1CCN(c2ccccc2)N1,-1.3%
N#CC1=C(N)Oc2cc(N)ccc2C1c1ccc(F)cc1F (stereo not given),0.5%
COc1ccc(/C=C2\CCC(C3CCCC3)C2=O)c(OC)c1 (stereo not given),0.2%

# (continued)
SMILES,UTI89 phage lysis
O=C(O)c1ccccc1NS(=O)(=O)c1cccc(-n2sc3ccccc3c2=O)c1,-0.6%
Cc1c(Br)cnn1C(C)C(=O)N1CCN(c2ccccc2F)CC1 (stereo not given),-0.2%[50 µM]
Cn1c(=O)c2sccc2n2c(CCCC(=O)Nc3ccccc3)nnc12,0.2%
Cc1ccc(NC(=O)CN(C)Cc2cccs2)cc1Cl,0.3%
COc1ccc(C(=O)NCc2ccc(Cl)cc2)cc1S(=O)(=O)N1CCCC1,0.5%[50 µM]
COCCn1c(Cc2ccccc2)nnc1SCC(=O)NC1CCCCC1,0.1%
CC(C)(C)OC(=O)CNC(=O)c1[nH]cnc1C(=O)NC1CCNCC1,1.4%
CCN(C(=O)COC(=O)CNC(=O)C1CCCCC1)c1ccccc1,1.5%[50 µM]
CCOc1ccccc1C(=O)NCC(=O)OCc1csc(CC(=O)Nc2ccc(C)cc2)n1,-0.3%[50 µM]
COc1cc(-c2cc(C(=O)OCC(=O)NC3CC3)c3ccccc3n2)cc(OC)c1OC,0.1%
COc1ccc2nc(N3C(=O)C(O)=C(C(=O)c4ccco4)C3c3ccccc3OC)sc2c1 (stereo not given),0.3%
CN(C)c1ccccc1C(=O)N1CCCC(Nc2ccc(F)cc2)C1 (stereo not given),-0.1%
CCC(=O)N1CCc2cc(S(=O)(=O)CCC(=O)NCc3cccc(OC)c3)ccc21,-0.1%
CC(=O)Nc1ccc(S(=O)(=O)Nc2cc(C)cn(Cc3ccc(C)cc3)c2=O)cc1,-0.2%
O=C(N1CCC(n2nc(-c3ccccc3)oc2=O)CC1)C1(c2ccc(Cl)cc2)CC1,0.4%
CN(CC(=O)Nc1cccc(F)c1)C(=O)CCC1CCCCC1,0.9%[50 µM]
CC1([N+](=O)[O-])COC(C=Cc2ccccc2)OC1 (stereo not given),-1.7%
COc1ccc(OC)c(S(=O)(=O)Nc2ccc(-c3ccc4nnc(C)n4n3)cc2)c1,1.3%[50 µM]
CCCCN(C(=O)c1ccc(C)o1)c1c(N)n(CC(C)C)c(=O)[nH]c1=O,0.2%[50 µM]
C[C@H](CO)N1C[C@H](C)[C@@H](CN(C)C(=O)Nc2ccc(C(F)(F)F)cc2)Oc2c(NC(=O)CCC(F)(F)F)cccc2C1=O,4.0%
Cc1ccc(C2=CC(=O)C[C@H](c3ccc(Cl)cc3)C2)cc1,-0.1%
COC(=O)c1ccc(N2NC(=O)/C(=C/c3cc(OC)c(OC)c(OC)c3)C2=O)cc1,0.0%
COc1cccc(C2Nc3ccccc3NC3=C2C(=O)CC(C)(C)C3)c1OC (stereo not given),-1.8%
Cc1cc(Cl)ccc1NC(=O)CCN1C(=O)NC(C)(C)C1=O,0.6%[50 µM]
CCOC(=O)N1CCN(S(=O)(=O)c2ccc(C(=O)Nc3sc4c(c3C(=O)OC)CCN(C)C4)cc2)CC1,-0.6%[50 µM]

# Looked up by structure from the entries so far:
SMILES,UTI89 phage lysis
Cc1cc(Cl)ccc1NC(=O)CCN1C(=O)NC(C)(C)C1=O,0.6%[50 µM]
COC(=O)c1ccc(N2NC(=O)/C(=C/c3cc(OC)c(OC)c(OC)c3)C2=O)cc1,0.0%

# A portion of the library, so the mix of outcomes need not match the whole.
